Screening results from PubChem BioAssay.
NR2E3 ag-1 = agonists of human NR2E3 nuclear receptor. Q9Y5X4. CHO-S Gal4-NCOR/VP16-NR2E3 two-hybrid, luciferase. inhibition of corepressor binding, % at 3.98 µM. 360,000 tested, 0.35% active. AID 602229;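 active means inhibition above the mean of all tested compounds plus 3 SD, cut at about 70% in these data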;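 further: 0% = DMSO with NR2E3 transfected cells and 100% = cells lacking NR2E3 construct; higher means lower luciferase signal from less NR2E3 corepressor binding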
Target sequence (Q9Y5X4 whole entry, looked up, the tested form may be a part): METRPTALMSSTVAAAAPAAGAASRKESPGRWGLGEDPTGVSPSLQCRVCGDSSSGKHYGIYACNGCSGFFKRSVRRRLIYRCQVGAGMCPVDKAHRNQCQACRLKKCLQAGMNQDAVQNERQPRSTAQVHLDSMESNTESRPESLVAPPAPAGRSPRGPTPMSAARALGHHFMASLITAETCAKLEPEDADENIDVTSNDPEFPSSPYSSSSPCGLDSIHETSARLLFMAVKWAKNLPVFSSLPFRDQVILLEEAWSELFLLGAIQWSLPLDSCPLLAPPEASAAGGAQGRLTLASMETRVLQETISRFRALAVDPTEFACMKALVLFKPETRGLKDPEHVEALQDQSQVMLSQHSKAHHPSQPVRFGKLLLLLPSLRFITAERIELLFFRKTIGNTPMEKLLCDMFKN
Vif imaging = inhibitors of HIV Vif; inhibition, % at 7.49 µM; 340,000 tested, 0.35% active; AID 602346; HEK293T cells, Vif self-association by quenched fluorescence, imaging, 24 h; in the data active means inhibition above about 50%, passing the limit was not always enough; inconclusive means no clear call, values can overlap the other calls; inactive means below about 31%; further: some results filed as inactive read as strong as hits
HIF-2a block = HIF-2a inhibition | 786-0 RCC cells HIF-2a reporter, luciferase luminescence, overnight | inhibition, % at 18.8 µM | 360,000 tested, 0.72% active | AID 624352;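 active means inhibition of the luminescence signal of 40% or more relative to plate controls, in a single-dose primary screen at 18.75 µM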
CaV13 ICDI inh = Disruptors of the CACNA1D IQ motif to Ca2+-dependent inactivation inhibitor domain association, primary screening, Förster resonance energy transfer in intact living … | inhibition, % at 12.3 µM | HEK cells, CFP/YFP FRET ICDI-IQ, plate reader, 10 min; percent FRET-ratio fall versus neutral wells | AID 743397 | 340,000 tested, 0.098% active;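 active means mean replicate inhibition of at least 30% and at least 1% of replicates passing that level; inconclusive means only one of the two criteria is met; inactive means neither criterion is met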;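 further: 0% = median of the neutral control wells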
NR2E3 ag-2 = activates human photoreceptor nuclear receptor NR2E3; inhibition of corepressor binding, % at 4.78 µM; AID 2300; GST-NR2E3/biotin-RetCOR TR-FRET, 1536-well; 320,000 tested, 0.12% active;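 active means percent inhibition above the cutoff of mean plus 3 SD of all tested compounds, set per screening campaign, cut at about 20% in these data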;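 further: 0% = DMSO wells and 100% = biotin wells as full block of FRET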
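System: GST-tagged NR2E3 plus biotinylated RetCOR corepressor; Buffer or medium: pH 7.5 Tris-based buffer; Probe or stimulus: RetCOR corepressor, biotinylated, 7 nM; Doses: compound at 4.8 µM, single dose; Schedule: 5 h incubation at 4 °C; Technique: time-resolved FRET; Evaluation: percent inhibition of TR-FRET ratio; Replication: one well per compound, singlicate testing.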
Granule exo inh = blocks lytic granule exocytosis. TALL-104 LAMP-1 surface exposure, flow cytometry; cells stimulated with thapsigargin and PMA. inhibition, % at 10 µM. 360,000 tested, 0.66% active. AID 651702;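 active means inhibition above about 55%, limit read from the data; inconclusive means no clear call, values can overlap the other calls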
aDG glyco up = increases alpha dystroglycan glycosylation. AID 624168. activation, % at 10 µM. Pro5-aDG cells, alpha-DG glycosylation AlphaScreen (IIH6); 0% Pro5, 100% B10-LARGE cell signal. 360,000 tested, 0.22% active;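 active means activation of at least 8% versus controls, or a plate z-score of at least 8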;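 further: Pro5 are CHO cells carrying HIG-tagged alpha-DG that lacks glycosylation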
iPSC survival up = increases survival of single human iPS cells; hiPSC single-cell survival, ATPlite luminescence; 100% = ROCK inhibitor wells, 0% = DMSO; survival enhancement, % at 20 µM; 360,000 tested, 0.044% active; AID 602274; in the data active means survival enhancement above about 18%;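 further: cells exposed to compounds for 16 hours before the ATP read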
Peg3 prom inh = reduces Peg3 promoter-driven luciferase expression in HeLa. HeLa PEG-Prom luciferase reporter, luminescence, overnight. 360,000 tested, 1.7% active. inhibition, % at 20 µM;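 active means inhibition of at least 50% at 20 µM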
PDI turbidity = inhibitors of human protein disulfide isomerase. P07237. PDI insulin aggregation turbidity, A650, 90 min. inhibition, % at 10 µM. 350,000 tested, 0.052% active. AID 588391;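 active means mean inhibition across replicates of 30% or more, whatever share of single replicates reach that level; inconclusive means mean inhibition below 30% while every single replicate reaches 30%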;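 further: absorbance from insulin aggregation driven by PDI reduction with DTT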
Target sequence (P07237 whole entry, looked up): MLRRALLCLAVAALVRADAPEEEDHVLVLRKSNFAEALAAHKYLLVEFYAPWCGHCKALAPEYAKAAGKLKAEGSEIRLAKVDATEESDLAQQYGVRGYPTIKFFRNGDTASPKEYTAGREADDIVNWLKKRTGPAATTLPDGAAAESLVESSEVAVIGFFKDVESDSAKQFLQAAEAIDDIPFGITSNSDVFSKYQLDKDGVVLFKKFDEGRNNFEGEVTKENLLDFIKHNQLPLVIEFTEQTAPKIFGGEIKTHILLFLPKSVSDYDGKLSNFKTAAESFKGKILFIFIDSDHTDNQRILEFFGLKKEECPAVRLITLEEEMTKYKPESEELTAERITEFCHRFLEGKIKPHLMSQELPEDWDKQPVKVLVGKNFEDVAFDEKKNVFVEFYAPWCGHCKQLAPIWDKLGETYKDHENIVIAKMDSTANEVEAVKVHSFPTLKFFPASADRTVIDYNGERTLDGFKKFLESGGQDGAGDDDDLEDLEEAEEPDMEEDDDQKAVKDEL
TRPM1 prom inh = inhibitors of MITF-driven TRPM1 promoter in melanoma cells; inhibition, % at 12.5 µM; 330,000 tested, 0.83% active; SK-MEL-5 TRPM1 promoter luciferase, 24 h;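 active means mean inhibition across replicates of 60% or more, whatever share of single replicates reaches that level; inconclusive means some that reach 60%, reason not given; inactive means mean inhibition across replicates below 60%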; further: values of inactives mirror those of a sister screen read the other way
* hit, by the source's call; ? = inconclusive; · = not tested or not shown. Hits appear at their usual frequency, and some 3.5% of all compounds hit somewhere here.

Structure	NR2E3 ag-1	Vif imaging	HIF-2a block	CaV13 ICDI inh	NR2E3 ag-2	Granule exo inh	aDG glyco up	iPSC survival up	Peg3 prom inh	PDI turbidity	TRPM1 prom inh
O=C(NCCc1cccc(F)c1)C1CCCN(c2nc3ccccc3s2)C1 (configuration not stated)	-41	6	-16	-2	3	33	0.0	0.4	21	-12	5
Cc1ncc([N+](=O)[O-])n1CC(C)O (configuration not stated)	-3	3	2	-5	5	11	0.1	-1.3	-1	-3	2
O=C(Nc1cccc(S(=O)(=O)N2CCCCC2)c1)c1cncc(Br)c1	-13	-20	17	-1	·	-6	-0.2	-0.5	25	6	5
CCN(CC)S(=O)(=O)c1ccc(N2CCOCC2)c(NC(=O)c2ccccc2)c1	-16	0	4	-5	-2	-2	0.1	-1.1	20	-6	-31
O=C(CCC(=O)Nc1ccccc1)NNC(=O)c1ccco1	-15	·	3	-6	13	-1	-0.1	0.2	2	-11	-9
COc1cc2c(cc1OC)C(O)C(O)(CO)C(C(=O)O)C2c1cc(OC)c(OC)c(OC)c1 (configuration not stated)	-30	13	16	-6	·	3	-0.1	0.7	-4	-26	12
CCCCNC(=O)c1onc(CSc2ccc(F)cc2)c1C(=O)O	16	-1	4	-4	0	-8	0.1	0.3	-7	2	-3
CCN(CC)c1nc2c3c(nc4c(c3c1C#N)CC(=O)N4c1ccc(Cl)cc1)NC(C)=N2	-16	-9	6	-4	5	-2	0.2	1.0	-1	-10	-4
Cc1cc(-c2ccc(C)c(S(=O)(=O)NCC3CCN(Cc4ccccc4F)CC3)c2)on1	-29	0	10	-3	-2	2	0.6	-0.3	3	8	-14
O=C(O)/C(=C\c1ccc(Br)cc1)NC(=O)c1cccs1	-12	-4	6	-3	-2	0	0.0	-0.4	6	2	-3
COc1ccc(CCNC(=O)CSc2nnc3c(n2)[nH]c2ccc(F)cc23)cc1OC	-21	9	18	-4	2	10	0.1	-0.1	7	-5	-9
CC1CCc2ccccc2N1C(=N)N(C)C (configuration not stated)	-13	3	7	-6	4	-12	0.1	0.6	-14	4	-7
O=C(CCC(=O)c1ccc(-c2ccccc2)cc1)Nc1cccnc1	-90	3	12	-4	3	-9	0.0	-0.4	-3	4	2
CC(Sc1ncnc2sc(-c3ccccc3)cc12)C(=O)N1CCNC1=O (configuration not stated)	7	0	-81	-15	-1	2	-0.1	-1.3	-24	-7	-40
CN(C)C(=O)[C@@H]1C[C@H]1[C@@H](NC(=O)OCc1ccccc1)c1ccccc1	26	0	-12	-5	2	0	0.1	3.6	-11	5	1
COc1ccccc1CCNC(=O)c1ccc(OC)c(OC2CCN(C(C)C)CC2)c1	-20	0	3	-5	2	-6	0.1	-0.3	-17	-3	-18
CCn1ccnc1CN(C)C(=O)c1cc(COc2ccc(-n3cncn3)cc2)on1	7	9	3	-2	-4	15	0.0	-0.3	4	0	-10
CN(C)S(=O)(=O)Nc1ccccc1C(N)=O	5	0	7	-4	1	-4	0.1	0.0	-4	1	6
CC(C)C[C@H]1CN([C@@H](CC(C)C)CN2CCCC2CN2C(=S)NC[C@@H]2Cc2ccccc2)C(=S)N1CCc1ccccc1 (some centres not stated)	-2	·	11	-6	·	11	0.4	-0.9	·	·	·
COc1ccc(CN2C(=O)C(C)Nc3ncnc(N4CCOCC4)c32)cc1 (configuration not stated)	-23	?	26	-5	·	8	-0.3	-1.5	-18	1	15
O=C(O)c1cc(S(=O)(=O)N2CCOCC2)c[nH]1	-23	?	11	-5	2	24	0.1	-0.5	-1	-3	-3
Cc1nnc(SCC(=O)NC(=O)NC(C)(C)C)s1	-15	1	3	-5	-1	-2	-0.2	-1.2	6	6	11
Cc1ccsc1C(=O)OCC(=O)Nc1ccc(Cl)cc1C(F)(F)F	-29	4	7	-5	1	-12	-0.4	-3.0	-41	-8	-7
COCCN(C(=O)CSCc1ccc(C)cc1)c1c(N)n(CC(C)C)c(=O)[nH]c1=O	-5	3	11	-7	2	4	0.0	0.2	4	7	-5
Cc1ccc(C(=O)OCC(=O)NCc2cccs2)c(C)c1	2	-2	-155	-6	4	-2	-0.2	0.8	-134	-6	-41
N#CC1=C(S)N=C(N)C(c2nc(-c3ccccc3)cs2)C12CCCCC2 (configuration not stated)	-28	4	-86	·	-2	-1	-0.2	-3.3	-77	-8	-13
Cc1ccc(Nc2nc(N)nc(CSc3nnnn3-c3ccccc3)n2)cc1	7	6	-3	-5	0	-3	1.8	0.3	8	4	-9
CN1CCN(C(=S)Nc2ccc(Cl)cc2)CC1	-23	11	20	-4	1	7	-0.2	1.2	1	1	-19
CC(=O)NC(c1ccc(F)c(F)c1)c1nc(-c2ccc(C)c(C)c2)cs1 (configuration not stated)	-8	-7	-25	-5	·	6	-0.3	2.5	22	-3	·
Cn1c(=O)c2c(nc(Sc3n[nH]c(N)n3)n2Cc2ccccc2Cl)n(C)c1=O	16	-2	17	-6	3	-3	-0.1	7.6	-1	4	10
COc1cc(OC)cc(-c2c(C#Cc3ccsc3)c3cc(-c4cccc5[nH]cc(C=O)c45)ccc3n2C)c1	24	-3	-42	-7	·	-3	-0.5	1.8	54*	0	8
CC(C)(C)NC(=O)CC(CC(=O)O)c1ccccc1 (configuration not stated)	-13	-15	3	0	0	-6	0.2	2.1	-2	·	7
O=C(NC(Cc1ccccc1)C(=O)N1CCN(S(=O)(=O)c2ccccc2F)CC1)c1ccccc1 (configuration not stated)	14	3	18	-7	2	9	-0.2	0.1	22	7	8
C=CCSC1=C(C#N)C(c2ccccc2Cl)CC(=O)N1 (configuration not stated)	-19	·	2	-9	3	2	0.1	-0.2	0	-1	-3
CCOC(=O)C1(CC2CCCCO2)CCN(C(=O)Nc2cccc(SC)c2)CC1 (configuration not stated)	-21	-5	1	4	3	0	0.3	-3.5	12	8	-1
O=C(CCCN1C(=O)c2ccccc2C1=O)NCC1CCCO1 (configuration not stated)	-4	10	7	-5	1	-2	-0.3	3.6	4	18	3

Additional records.
Compound	NR2E3 ag-1	Vif imaging	HIF-2a block	CaV13 ICDI inh	NR2E3 ag-2	Granule exo inh	aDG glyco up	iPSC survival up	Peg3 prom inh	PDI turbidity	TRPM1 prom inh
c1cn2c(-c3ccc(N4CCOCC4)cc3)cncc2n1	-35	3	-39	-7	·	1	0.3	1.7	-31	-2	·
O=c1c2ccccc2nnn1CSc1ccccc1	-144	10	-164	-7	0	5	0.0	1.2	-342	-19	-52
Cc1ccc(Cl)cc1NC(=O)CCC(=O)Nc1cc(Cl)ccc1C	-3	9	9	-4	-3	-1	-0.1	-0.6	33	15	-7
COC(=O)N/N=C/c1cc(Cl)c(OCc2ccccc2F)c(OC)c1	-2	-8	-31	-5	1	-2	0.1	-0.5	18	-6	2
Cc1ccccc1C(=O)NC1CCN(CC(=O)Nc2ccccc2Cl)CC1	8	-10	8	-2	5	-6	0.0	0.4	8	1	0
O=C(NN1CCOCC1)c1cc(Cl)ccc1Cl	26	5	15	-5	7	4	0.0	-0.4	8	-4	8
Cc1ccc(S(=O)(=O)N2CCOCC2)cc1NC(=O)CNc1ccccc1N1CCCC1=O	5	-6	2	-6	·	5	0.1	-0.4	6	-1	-2
Clc1ccc2nc(CSCc3ccccc3)cn2c1	-98	-3	-179	-5	-1	-3	-0.2	-1.3	-306	5	-55

Filtered by structure, those above with an NH in an aromatic ring
Compound	NR2E3 ag-1	Vif imaging	HIF-2a block	CaV13 ICDI inh	NR2E3 ag-2	Granule exo inh	aDG glyco up	iPSC survival up	Peg3 prom inh	PDI turbidity	TRPM1 prom inh
COc1ccc(CCNC(=O)CSc2nnc3c(n2)[nH]c2ccc(F)cc23)cc1OC	-21	9	18	-4	2	10	0.1	-0.1	7	-5	-9
O=C(O)c1cc(S(=O)(=O)N2CCOCC2)c[nH]1	-23	?	11	-5	2	24	0.1	-0.5	-1	-3	-3
COCCN(C(=O)CSCc1ccc(C)cc1)c1c(N)n(CC(C)C)c(=O)[nH]c1=O	-5	3	11	-7	2	4	0.0	0.2	4	7	-5
Cn1c(=O)c2c(nc(Sc3n[nH]c(N)n3)n2Cc2ccccc2Cl)n(C)c1=O	16	-2	17	-6	3	-3	-0.1	7.6	-1	4	10
COc1cc(OC)cc(-c2c(C#Cc3ccsc3)c3cc(-c4cccc5[nH]cc(C=O)c45)ccc3n2C)c1	24	-3	-42	-7	·	-3	-0.5	1.8	54*	0	8
